Compound activity deposited in PubChem by Fisher Drug Discovery Resource Center.
mcGAS RapidFire: blocks mouse cGAS cGAMP production | recombinant mouse cGAS, cGAMP by RapidFire MS | inhibition, % at 12.5 µM | 0.18% of 130,000 active;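 active = inhibition of cGAS enzyme activity at or above 60%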;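 also: enzyme stimulated by 45 bp dsDNA with ATP and GTP substrates; cGAMP share of summed cGAMP plus half ATP and half GTP signals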
Target sequence (Q8C6L5 whole entry, looked up): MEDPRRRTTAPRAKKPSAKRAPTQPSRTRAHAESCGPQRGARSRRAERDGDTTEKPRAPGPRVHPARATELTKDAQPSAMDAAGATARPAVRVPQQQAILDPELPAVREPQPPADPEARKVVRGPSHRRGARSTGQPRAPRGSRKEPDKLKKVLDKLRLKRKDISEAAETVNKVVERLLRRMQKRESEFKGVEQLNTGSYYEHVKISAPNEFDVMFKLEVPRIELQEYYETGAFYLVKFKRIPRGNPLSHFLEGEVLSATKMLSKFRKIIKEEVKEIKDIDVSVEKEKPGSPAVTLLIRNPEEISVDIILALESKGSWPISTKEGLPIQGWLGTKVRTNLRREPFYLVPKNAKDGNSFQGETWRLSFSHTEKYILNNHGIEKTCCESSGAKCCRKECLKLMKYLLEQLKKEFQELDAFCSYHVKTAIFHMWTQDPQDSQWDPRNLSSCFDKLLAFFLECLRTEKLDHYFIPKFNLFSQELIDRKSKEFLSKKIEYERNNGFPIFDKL
* hit, by the source's call; & = joins results of further samples. An excerpt (hit frequency here may not be typical).

SMILES	mcGAS RapidFire
O=C(CSc1ccc(NC(=O)C2CC2)nn1)NCc1ccc2c(c1)OCO2	8.4
CC1=NN(c2cccc(Cl)c2)C(=O)C12CC(C)=C(C)CS2(=O)=O (centres undefined)	-3.0
Nc1nnc(P(=O)(c2ccccc2)c2ccccc2)s1	-6.9
CC(=O)SC[C@@H](C)C(=O)N1CCC[C@H]1C(=O)N1CCN(Cc2cc3ccccc3o2)CC1	-3.1
CCOC(=O)c1nn(-c2ccccc2C)c(=O)cc1OCC(=O)Nc1cccc(Cl)c1	-1.4
Cc1ccccc1NC(=O)N1C[C@@H](O)[C@H](NC2CCC(O)CC2)C1 (some centres undefined)	-15.0
COc1ccc(-c2nc3c(c(=O)[nH]2)Cc2c(ccc4ccccc24)O3)c(OC)c1OC	-4.1
CC(C1CC1)N(CC(F)(F)F)C(=O)c1cc(Cl)nc2ccccc12 (centres undefined)	-10.0
CCOc1ccc(NC(=O)CN(C)S(=O)(=O)c2c(C(=O)OC)sc3ccccc23)cc1	2.6
O=c1cc(CN2CCCC(O)(CO)CC2)[nH]c2ccc(Cl)cc12 (centres undefined)	35.0
O=C(O)Cc1c(-c2ccc(Cl)cc2)c2ccccc2[nH]c1=O	-1.3
Nc1ccc2scnc2c1	-9.0
Cn1nc(C2CCC2)cc1NC(=O)c1ccccc1F	-12.3
COc1cccc(CN2CCCC3(CCN(C(=O)/C=C/c4ccncc4)C3)C2)c1 (centres undefined)	-6.8
Cc1nc2ncc3c(=O)n(N4CCN(C)CC4)ccc3n2n1	5.9
Clc1ccc(-c2csc(-c3cccnc3)n2)s1	5.3
CCN(C/C=C/c1ccccc1)C(=O)c1ccc(C(C)=O)s1	-14.2
CCOC1CC(N(C)c2nn3c(=O)ccnc3s2)C12CCCC2 (centres undefined)	-2.2
CSCCC(N)c1nc2ccccc2s1 (centres undefined)	-3.5
COc1cc(=O)n(-c2ccccc2C)nc1C(=O)N1CCN(c2ccccc2F)CC1	-32.3
Cc1cc(C)cc(CC(=O)N2CCC2(C)C(=O)NS(=O)(=O)c2ccc(C#N)cc2)c1 (centres undefined)	-16.5
COc1cc(Cl)ccc1C(=O)N1C[C@H]2C[C@H](O)[C@H](O)C[C@H]2C1	-17.5
C=C(C)Cn1c(SCc2ccc(Cl)cc2)nc2c1c(=O)n(C)c(=O)n2C	-4.7
CC1CN(S(=O)(=O)N2CC3CCCC3C2)CCO1 (centres undefined)	-4.3
CCCCC(Cc1ccccn1)OC(=O)c1cnn(C)c1 (centres undefined)	-5.5
O=C(NC1Cc2ccccc2C1)C1CCC(=O)N(CCCc2ccccc2)C1 (centres undefined)	-4.3
O=c1[nH]c(/C=C/c2ccc(OCc3ccccc3)cc2)c([N+](=O)[O-])c(=O)[nH]1	-22.4
C=CCn1c(SCC(=O)OCc2ccccc2)nc2c1c(=O)[nH]c(=O)n2C	-9.0
O=S(=O)(Nc1ccc2c(c1)OCCO2)c1cnc[nH]1	-10.5
CC1(c2cccc(-n3cnnn3)c2)NC(=O)NC1=O (centres undefined)	-1.0
CCOC(=O)c1c(NC(=O)/C=C/c2ccc([N+](=O)[O-])cc2)sc2c1CCN(C(=O)OCC)C2	-7.8
COc1cccc(/C=C/C(=O)N2CCCN(S(N)(=O)=O)CC2)c1	-6.5
COc1ccccc1/C=C/C=C1\N=C(c2ccccc2Br)OC1=O	-2.2
COc1ccc(-c2nnc(SCC(=O)NC(C)(C)C)o2)cc1	-3.5
COC(=O)/C(=C\N1CCOCC1)c1ccccc1[N+](=O)[O-]	3.4
O=C(NCCO)C(Cc1ccccc1)n1cccc1 (centres undefined)	-29.3
CC1(C2CCNCC2)NC(=O)N(CCCc2ccccc2)C1=O (centres undefined)	-13.7
OC1CCCN(CCCn2cnc(-c3ccccc3)c2-c2cc(F)cc(F)c2)C1 (centres undefined)	-14.1
CSc1nc(SCC(=O)O)c2sc3c(c2n1)COC(C)(C)C3	3.1
O=S(=O)(Nc1cccc(S(=O)(=O)N2CCCC2)c1)c1ccccc1	1.2
COC(=O)C1(NC(=O)Cn2cccc(C)c2=O)CCCCC1	3.0
CCOCCOC(=O)C1=C(C)NC2=C(C(=O)CCC2)C1c1ccc(OC(C)=O)cc1 (centres undefined)	6.5
Cc1ccccc1-n1ncc(C(C)NC(=O)CCn2cccn2)c1C (centres undefined)	-7.6&-3.3
CCOC(=O)C1(Cc2ccc(OC)cc2)CCN(S(=O)(=O)c2ccccc2F)CC1	-12.3
CCc1nc2cc(NC(=O)N(CCOC)Cc3ccco3)ccc2o1	-4.6

Continued (6 carried over from the part before).
SMILES	mcGAS RapidFire
O=S(=O)(Nc1cccc(S(=O)(=O)N2CCCC2)c1)c1ccccc1	1.2
COC(=O)C1(NC(=O)Cn2cccc(C)c2=O)CCCCC1	3.0
CCOCCOC(=O)C1=C(C)NC2=C(C(=O)CCC2)C1c1ccc(OC(C)=O)cc1 (centres undefined)	6.5
Cc1ccccc1-n1ncc(C(C)NC(=O)CCn2cccn2)c1C (centres undefined)	-7.6&-3.3
CCOC(=O)C1(Cc2ccc(OC)cc2)CCN(S(=O)(=O)c2ccccc2F)CC1	-12.3
CCc1nc2cc(NC(=O)N(CCOC)Cc3ccco3)ccc2o1	-4.6
COc1ccc(CCC(C)NC(=O)Nc2ccnn2CC(C)C)cc1 (centres undefined)	1.7
CC1=CC(=NNc2nc3ccccc3[nH]2)CC1	-3.0
C#CCN(CC=C)C(=O)C1CCC(=O)N(Cc2ccccn2)C1 (centres undefined)	-5.2
COc1ccc(NC(=O)N2CCN(Cc3cccs3)CC2)cn1	-2.6
CCn1nc(CC(C)C)cc1C(=O)N1CCC2(CCCNC2)C1 (centres undefined)	-10.0
Cc1noc(C)c1CN(C)C(=O)C1(c2cccs2)CC1(C)C (centres undefined)	-17.4
CCC(=O)N1CCN(CCN=Cc2c(C)[nH]n(-c3ccc([N+](=O)[O-])cc3)c2=O)CC1	3.4
CCn1c(O)c(C(C)=NC2CCCCCC2)c(=O)n(CC)c1=S	-5.2
Cc1nn(CC(=O)OCC(=O)c2ccc[nH]2)c(C)c1[N+](=O)[O-]	-3.6
CN1CC[C@]23c4ccccc4N[C@H]1[C@]21CCN(C)[C@H]3Nc2ccccc21	-4.4
COc1ccc(S(=O)(=O)NC(=O)C2(C)CCN2C(=O)Cc2ccccc2)cc1OC (centres undefined)	-10.9
O=C(COc1ccc(F)cc1Cl)NCc1ccc(-c2ccn[nH]2)cc1	-3.8
CCN(CC(=O)Nc1cc(OC)c(OC)c(OC)c1)C(C)c1ccc(F)cc1 (centres undefined)	-2.7
Cc1cc(N)n(C(=O)OC(C)(C)C)n1	0.1
CC(C)(C)c1cc(CN2CCC3(CCNCC3)C2)[nH]n1	-4.6
Cc1cc(C(=O)CN2C(=O)NC3(CCCCC3C)C2=O)c(C)n1CCC1=CCCCC1 (centres undefined)	-2.1
CC(C)(C(=O)Nc1ccc2c(c1)CCC(=O)N2)c1ccccc1F	-11.3
CC(C)c1ccc(CC(=O)N2CCC2(C)C(=O)NS(=O)(=O)c2ccccc2)cc1 (centres undefined)	-10.9
COc1ccc(S(=O)(=O)N2CCN(c3ccc(N4CCCCC4C)nn3)CC2)c(OC)c1OC (centres undefined)	-1.3
Cc1ccc(C(=O)CSc2nnc(N)s2)c(C)c1	-4.4
CCCCn1c(CNC(=O)C23CC4CC(CC(C4)C2)C3)n[nH]c1=S	-0.6
FC(F)(F)c1cc(Oc2ccccc2Cl)nc(SCc2cccc(Cl)c2)n1	-3.5
CN(C)P1(N(C)C)=NC(c2ccccc2)=NC(NN(c2ccccc2)c2ccccc2)=N1	-30.9
COCCN1C(=O)C(C)Oc2ccc(C#N)cc21 (centres undefined)	-12.8
CCOC(=O)c1c(C)[nH]c(C(=O)COC(=O)c2cccs2)c1C	-8.7
Cc1ccc(S(=O)(=O)NC(=O)c2cccc(F)c2)cc1C	-2.7
COc1cc(Cl)c(C)cc1NC(=O)Cn1c(C)nc2ccccc21	-11.0
Cc1noc(C)c1C(=O)N1CCC1(C)C(=O)NS(=O)(=O)c1ccc(F)cc1F (centres undefined)	-0.2
COc1ccc(CC(=O)NC2CCCCC2)cc1F	-15.3
Cc1ccc(C)c(S(=O)(=O)Nc2ccc(Cl)cc2F)c1	-9.7

Rewritten field by field: part of the list above
> O=C(O)Cc1c(-c2ccc(Cl)cc2)c2ccccc2[nH]c1=O
  mcGAS RapidFire: -1.3

> C#CCN(CC=C)C(=O)C1CCC(=O)N(Cc2ccccn2)C1 (centres undefined)
  mcGAS RapidFire: -5.2

> Nc1nnc(P(=O)(c2ccccc2)c2ccccc2)s1
  mcGAS RapidFire: -6.9

(cont.)
SMILES	mcGAS RapidFire
CC=CCn1c(=O)c2c(nc3n(-c4ccc(N(C)C)cc4)c(C)cn23)n(C)c1=O	-6.3
O=C(NCc1nncn1C1CCCCC1)c1n[nH]c2c1CCC2	-22.3
Cc1ccc(NC(=O)CN(C)S(=O)(=O)c2cccc(C)c2)cc1	-15.6
NC(=O)CN(C(=O)c1ccc(N2CCOCC2)cc1)C1CCCC1	2.0
Cc1c(Br)cccc1NC(=O)C1(C)CCN1Cc1ccc2c(c1)OCCO2 (centres undefined)	-1.1
CCC(C(=O)Nn1cnc2c(cnn2-c2ccc(C)cc2)c1=O)c1ccccc1 (centres undefined)	-0.5
Cc1cc(C(=O)NNC(=O)CCNC(=O)c2ccco2)c(C)o1	-7.1
CN(Cc1ccc(Br)s1)Cc1cc2c(cc1O)OCO2	4.4
CCOc1cccc(NC(=O)C2CC2C)n1 (centres undefined)	-36.5
CCc1ccccc1OCCN(C)C(=O)c1ccc(C(C)=O)cc1	3.0
O=C1C=C(Nc2ccccc2)C(=O)N1CCO	-17.2
CCc1cc(OC(=O)C2CC2)n(-c2ccc(Cl)c(Cl)c2)n1	-4.5
Cn1c(Cn2c(=O)cnc3cc(F)c(F)cc32)cc(=O)n(C)c1=O	-5.6
CC(=O)N1CCN(c2ncccc2CNCc2ccccc2C(F)(F)F)CC1	-8.9
Cc1ccc(-c2nc(CN3CCC4(CCCO4)CCC3=O)c(C)o2)cc1 (centres undefined)	-4.7
O=C(Cn1cc(S(=O)(=O)N2CCCC2)ccc1=O)NNC(=O)c1cccs1	-21.4
CCN1CCN(C(c2ccc(OC)c(OC)c2)C2Sc3nc(C)nn3C2=O)CC1 (centres undefined)	-5.9
CCCn1nc(C(=O)NC(C)c2nnc3n2CCC3)ccc1=O (centres undefined)	-9.7
COCC1=C(C(=O)OC)C(c2cccs2)n2ncnc2N1 (centres undefined)	2.0
NC1(C(=O)NCC2CCCN(Cc3cccc4nonc34)C2)CCC1 (centres undefined)	-13.2
C=C1Cn2c(nc3c2c(=O)n(C)c(=O)n3C)S1	-6.4
COc1cc(NC(=O)c2sc3sccc3c2Cl)cc(OC)c1	-2.2
Cc1nc(C(C)C)sc1C(=O)NC(C)(C)c1ccc(F)c(F)c1	-3.2
C=CCN(CC=C)C(=O)c1ccccc1I	-3.7
C=CCNC(=O)c1c(-n2c(C)ccc2C)sc(C)c1C	4.1
CCO[C@H]1COC[C@@H]1NC(=O)C(=O)c1cccnc1	-14.9
CCOC(=O)N1CCN(C(c2ccc(F)cc2)c2c(O)cc(C)n(Cc3cccnc3)c2=O)CC1 (centres undefined)	-2.0
CC(C)C(=O)NCCNC(=O)c1nonc1N	4.6
Cn1c(=O)[nH]c(=O)c2c1nc(NC1CCCCC1)n2CCCc1ccccc1	-8.6
COC(=O)c1n[nH]c2ccc(NC(=O)C3CCC3)cc12	-0.5
O=C(Nn1cnc2c(cnn2-c2ccccc2)c1=O)c1ccc2c(c1)OCO2	-4.3
COC(=O)CCCn1cnc(-c2ccccc2)c1-c1ccco1	-8.1
CCN1CC(CN(C)Cc2nc(-c3ccccn3)no2)CC1=O (centres undefined)	-3.0
O=C(Nc1ccccc1Oc1cccnc1)C1CCCN(C(=O)CCc2ccncc2)C1 (centres undefined)	4.4
Cc1ccc(-c2ccsc2C(=O)NS(=O)(=O)N2CCCCC2)cc1	-12.0
Cc1cc(C)c2sc(N(CCN3CCOCC3)C(=O)c3ccc([N+](=O)[O-])s3)nc2c1	-5.0
CCCc1cc(N2CCN(Cc3cc(Cl)ccc3O)CC2)nc(C)n1	-15.8
Cc1cccc(N2CCN(Cc3nc(-c4ccc(N5CCCC(C)C5)nc4)no3)CC2)c1C (centres undefined)	-2.3
N#Cc1c2n(c(=O)n(CC(=O)N(C3=CCCCC3)C3CC3)c1=O)CCC2	-6.4
O=C(NC1CCCC1)c1cccn2c(=O)c3c4c(sc3nc12)CCCC4	-6.0
O=C(CCc1nc2ccccc2[nH]1)N1CCCC2(CCNCC2)CC1	-0.2
Cc1ccc(C(O)=C2C(=O)C(=O)N(CCCN(C)C)C2c2ccc(F)cc2)cc1 (centres undefined)	16.9
Cc1noc(C)c1S(=O)(=O)N1CCCNCC1	-6.9
N#Cc1cccc(OCCN2CCC3(CC2)CC3c2nnc3n2CCCCC3)c1 (centres undefined)	3.7
Cc1cccc(NCC(=O)N2CCc3ccccc32)c1C(=O)N1CCCC1	-13.6
O=C(c1ccc2nc[nH]c2c1)N1CCC(N2CCCC(C(=O)N3CCCC3)C2)CC1 (centres undefined)	-1.5
C#CCCOC(=O)C(C)NS(=O)(=O)c1c(C)nn(C)c1C (centres undefined)	3.5
Cn1cc(CN2CCC(C(N)=O)CC2)c(-c2cccc(Cl)c2)n1	-9.3
Cc1noc(C)c1S(=O)(=O)N1CCCC(C(=O)N2CCN(c3ccccc3)CC2)C1 (centres undefined)	-27.0
CS(=O)(=O)c1ccc(N2CCc3c(sc(N)c3C#N)C2)c(S(C)(=O)=O)c1	-14.7
Fc1ccc2[nH]c3c(c2c1)CN(CCC(F)(F)F)CC3	-15.1
CCOC(=O)NNC(=O)c1cc2c(C)cc(C)cc2[nH]1	4.0
NC(=O)c1ccc(NCC(=O)N(Cc2ccccc2)C2CC2)cc1Cl	4.2
CCc1nnc(NC(=O)CSc2nnc(NC(=O)c3ccc(C(=O)c4ccccc4)cc3)s2)s1	-2.1
Cc1ccc(NC2CC(=O)N(N(C)C)C2=O)cc1 (centres undefined)	3.4
COC(=O)c1ccc(NC(=O)CN(C)Cc2ccccc2OC)cc1	9.8
Cc1csc(NC(=O)COc2c(C)cc(Cl)cc2C)n1	-1.7
O=C1Cn2c3c(c4cccc(c42)N1)CN(Cc1ccccc1)CC3	-3.3
